Source: PubChem BioAssay (several laboratories)
RSV CPE inhibition: RSV antiviral activity via CPE protection, HEp-2 cells, primary 10 µM value included (AID 2391); HEp-2 cells, RSV-induced CPE inhibition; higher % means a stronger effect; CPE inhibition, % at 10 µM, or IC50 in µM where a hit was titrated; 0.13% of 310,000 active; in the data active = a potency from the dose series; inconclusive = CPE inhibition mostly from about 23% at the one dose, without a potency; inactive = the rest, 99 in 100 with CPE inhibition below about 21%; also: strong numbers were not always called active
M1AAP inhibition: P. falciparum M1AAP inhibitors, biochemical, fluorogenic H-Leu-NHMec substrate, 1536-well (AID 1445); Aminopeptidase N (Plasmodium falciparum (isolate 3D7)); recombinant M1AAP, H-Leu-NHMec fluorogenic kinetic assay; higher % means a stronger effect; one-dose inhibition, % at 30 µM; IC50 in µM for titrated hits; 0.42% of 220,000 active;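 active = primary inhibition above the hit cutoff, then over 50% inhibition at one or more dose response concentrations, cut at about 23% in these data, passing the limit was not always enough; inconclusive = conflicting primary data, or primary hits not chosen for dose response; inactive = low primary inhibition, or under 50% at every dose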;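 also: plate controls were DMSO full reaction for no effect and no enzyme background for full effect; strong numbers were not always called active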
T cell modulator: modulators of CD8 T cell-vesicle binding, primary screen, mouse 2C CD8+ T cells, flow cytometry; 2C CD8+ T cell-vesicle binding; stronger effect = lower value; calls only at 7 µM; 0.068% of 330,000 active;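 active = response, share of CD8 T cells binding vesicles, and their 90th percentile fluorescence all below set limits, cut at about 80% in these data, passing the limit was not always enough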
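Test system: purified 2C TCR transgenic mouse naive CD8+ T cells. Probe or stimulus: QL9-peptide-loaded Drosophila micro-vesicles bearing Ld, ICAM-1 and B7-1. Incubation: binding step 1.5 h, 37 °C, antibody labelling 20 min, ice. Measured by: flow cytometry of vesicle-bound cells.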
TNAP activation fold: human TNAP enzyme activators, primary screen, biochemical, luminescent, no phosphate acceptor, uHTS (AID 1001) | Alkaline phosphatase, tissue-nonspecific isozyme (Homo sapiens) | 0.03% of 200,000 active | one-dose activation fold at 20 µM; EC50 in µM for titrated hits | purified TNAP, luminescent activation assay, no phosphate acceptor; higher activation fold means a stronger effect; in the data active = activation fold from about 3, or a potency from the dose series; inactive = the rest, 99 in 100 with activation fold below about 1.6; also: many of its hits are not listed in these tables
UTI89 phage lysis: inhibition of K1F phage lysis, E. coli UTI89, bacterial capsule biogenesis inhibitors, alamar blue (AID 488966) | E. coli UTI89 K1F phage lysis, alamar blue, 2 h; higher % means a stronger effect | inhibition, % at 100 µM; hits with a dose series show IC50 in µM | 0.02% of 340,000 active;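 active = phage lysis inhibition, versus mean bacterial control, above a set limit; inconclusive = no clear call, values can overlap the other calls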;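 also: capsule biogenesis inhibitors block K1F phage lysis so surviving cells raise fluorescence; higher fluorescence means more inhibition of phage lysis; actives were called in the ten point dose series up to 300 µM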
human PMI inhibitors: human PMI inhibitors, high substrate, primary screen, biochemical, fluorescence intensity, high mannose 6-phosphate (AID 1220). recombinant PMI enzyme, coupled fluorescence intensity; higher % means a stronger effect. 0.66% of 190,000 active. inhibition, % at 20 µM, or IC50 in µM where a hit was titrated
West Nile antiviral: West Nile virus antiviral activity, cell-based, CPE readout (AID 1621); West Nile virus-infected cells, CPE inhibition; higher % means a stronger effect; CPE inhibition, % at 10 µM, or IC50 in µM where a hit was titrated; 0.02% of 290,000 active; in the data active = a potency from the dose series; inconclusive = CPE inhibition mostly from about 3.7% at the one dose, without a potency; inactive = the rest, 99 in 100 with CPE inhibition below about 2.2%; also: strong numbers were not always called active
P. falciparum M17LAP: P. falciparum M17LAP inhibitors, primary screen, biochemical, fluorogenic H-Leu-NHMec substrate, 1536-well (AID 1619) | Leucine aminopeptidase (Plasmodium falciparum (isolate 3D7)) | recombinant M17LAP, H-Leu-NHMec fluorogenic kinetic assay; higher % means a stronger effect | inhibition, % at 30 µM, or IC50 in µM where a hit was titrated | 0.38% of 220,000 active;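 active = compound inhibiting the enzyme by more than half at any dose during confirmatory dose-response retesting; inconclusive = strong single-dose inhibitors picked by rank but not retested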;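 also: plate controls were full reaction with DMSO carrier for no effect and no enzyme background for full effect; strong numbers were not always called active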
PMI inhibitors: inhibitors of human PMI, primary screen, biochemical, fluorescence intensity, coupled assay (AID 1209) | Mannose-6-phosphate isomerase (Homo sapiens) | purified PMI enzyme, coupled fluorescence intensity; higher % means a stronger effect | inhibition, % at 20 µM, or IC50 in µM where a hit was titrated | 0.42% of 190,000 active;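 also: plate controls were DMSO vehicle for no effect and wells lacking substrate for full effect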
T cell modulator vesicle-bound %: also measured in T cell modulator; calls as there; double positive events, %; measured here: CD8+ vesicle-bound cell fraction;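 binding gate set so that unloaded-vesicle control wells show 10% double positive cells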
* hit, by the source's call; i = inactive; ? = inconclusive; / = not tested or not shown; [ ] = another dose, or the depositor's remark. Rule as the data show it, unless noted: active = inhibition above about 50%; inactive = the rest.

Results follow in this order: West Nile antiviral	P. falciparum M17LAP	TNAP activation fold	RSV CPE inhibition	M1AAP inhibition	T cell modulator vesicle-bound %	UTI89 phage lysis	PMI inhibitors	human PMI inhibitors	T cell modulator
CN(CC(=O)Nc1ccc(Cl)cc1)CC(=O)Nc1cc(Cl)ccc1C#N
    -1.3%	8.0%	1.1	2.2%	0.7%	65.0	1.7%	0.5%	-2.2%	i
COc1ccc(-n2c(Cn3c(=O)sc4ccccc43)nnc2SC)cc1
    0.6%	-1.6%	1.1	9.2%	4.8%	36.4	-5.3%	-0.1%	-5.6%	i
C=CCOc1ccc(C2=NOC(C(=O)Nc3ccc4c(c3)OCCO4)C2)cc1 (stereo not drawn)
    0.9%	/	/	18.0%	/	52.5	1.1%	/	/	i
COc1cccc(N2CN(CCc3ccccc3)CNC2=S)c1
    0.6%	3.3%	/	/	1.6%	26.0	/	/	/	i
COc1ccc(-n2c(C)cc(/C=C3\SC(=O)NC3=O)c2C)cc1
    -0.7%	/	/	6.1%	/	46.6	-0.2%	/	/	i
C/C(=N/NC(=O)CN(c1ccccc1)S(=O)(=O)c1ccccc1)c1ccccc1O
    -0.5%	/	/	2.9%	/	55.4	-2.1%	/	/	i
Cc1cc(C)c(S(=O)(=O)N2CCCCC2)cc1N(C)S(=O)(=O)c1ccc(Cl)cc1
    1.4%	-13.9%	1.1	?	2.1%	52.4	1.3%	13.3%	11.9%	i
CC(=O)/C=C1\SC(CC(=O)O)C(=O)N1c1ccccc1 (stereo not drawn)
    0.5%	3.2%	1.1	1.2%	8.2%	69.5	0.8%	-1.3%	-4.3%	i
Cn1c(=O)[nH]c(=O)c2c1nc(Br)n2CC(O)c1ccccc1 (stereo not drawn)
    -0.2%	6.5%	1	2.5%	0.1%	47.2	0.2%	-17.4%	-12.3%	i
CC1(C)CC(=O)C2=C(C1)OC1=C(C(=O)CC(C)(C)C1)C2(C)C
    0.6%	9.6%	1.2	1.5%	3.8%	53.6	/	12.3%	-0.9%	i
COC(=O)c1c(NC(=O)c2cccnc2Cl)sc(C(=O)N(C)C)c1C
    1.9%	-1.1%	1.1	2.0%	5.7%	46.0	2.3%	-5.7%	-7.5%	i
CN1C(=O)/C(=N\OC(=O)c2ccccc2Cl)c2ccccc21
    1.2%	-2.5%	1	13.3%	1.4%	46.0	0.0%	4.6%	6.6%	i
C=C[C@]1(C)C[C@H]1[C@H](NP(=O)(c1ccccc1)c1ccccc1)c1ccccc1
    -0.1%	4.3%	1.1	-0.5%	0.7%	16.6	0.3%	3.3%	2.1%	i
COc1cc(CN(C(=O)c2cc3ccccc3oc2=O)C2CCS(=O)(=O)C2)cc(OC)c1OC (stereo not drawn)
    -0.4%	/	/	1.2%	/	7.8	0.4%	/	/	i
Cc1nn(CCCC(=O)Nc2ccc(Br)cc2F)c(C)c1[N+](=O)[O-]
    /	-1.5%	1.1	0.9%	-8.7%	25.8	0.1%	-3.2%	2.5%	i
CON1C(=O)C(=O)N(OC)C(C)(C)C1C (stereo not drawn)
    0.3%	12.6%	1	-0.2%	-1.3%	16.0	-0.2%[50 µM]	6.3%	2.0%	i
O=C(CCCC(=O)OCC(=O)c1ccc(Cl)cc1)NC1CCCCC1
    0.3%	/	/	1.1%	/	14.1	-0.2%	/	/	i
CCC(=O)c1cc(F)c(N2CCN(C(=O)Cc3ccccc3)CC2)cc1C
    0.5%	-11.8%	1	42.9%	0.6%	36.4	0.1%	14.7%	11.8%	i
Cc1nn(C)c(Oc2cccc(Cl)c2)c1C(=O)Nc1ccc(F)cc1
    -0.4%	0.2%	1.1	1.9%	1.5%	25.5	-0.8%	0.4%	-7.3%	i
CC(=O)NS(=O)(=O)c1ccc(NC(=O)COc2ccc(C(=O)c3ccccc3)cc2)cc1
    0.9%	14.3%	1.1	0.5%	15.2%	55.1	0.0%	-14.9%	-14.3%	i
O=C(CN1CCN(c2cccc(Cl)c2)CC1)NC1CCCc2ccccc21 (stereo not drawn)
    -0.9%	/	/	5.4%	/	41.6	0.0%	/	/	i
COc1ccc(CNC(=O)Cc2c(C(=O)O)[nH]c3ccccc23)c(OC)c1
    0.6%	/	/	0.9%	/	24.9	0.0%	/	/	i
CN(C)CCNC(=O)Cn1c(=O)c2cccn2c2ccc(F)cc21
    -0.8%	/	/	0.2%	/	39.4	-0.9%[50 µM]	/	/	i
Cc1cccc(C)c1OCC(=O)N/N=C/c1cc2c(cc1[N+](=O)[O-])OCO2
    -0.5%	8.1%	1	0.3%	4.0%	45.0	-0.2%	-52.3%	-72.5%	i
COC(=O)c1ccc(Nc2nc(-c3ccncc3)nc3ccccc23)cc1
    -0.3%	/	/	4.0%	/	48.7	0.4%	/	/	i
CCCC1=NN2C(=N)/C(=C\c3ccc(SCc4ccco4)o3)C(=O)N=C2S1
    2.0%	27.6%	1	7.2%	20.4%	8.2	>75µM*	-19.0%	-44.0%	i
CCCNC(=O)Nc1ccc(F)c(Cl)c1
    0.1%	-3.5%	1.1	2.7%	0.5%	39.7	-0.5%	11.4%	15.5%	i
Cc1ccc(N/C=C(\C#N)c2ccc(OCCCF)cc2)cc1
    -0.5%	4.0%	1.1	2.2%	0.7%	23.1	2.0%	-6.7%	-9.9%	i
CCOc1ccc(C(=O)Nc2nccs2)cc1[N+](=O)[O-]
    -0.9%	1.0%	1.1	6.1%	-1.7%	57.0	-0.1%	15.1%	6.1%	i
CC(=O)c1c(C)[nH]c(C(=O)Nc2cc(S(=O)(=O)N(C)C)ccc2C)c1C
    -0.1%	11.7%	1.1	2.6%	7.5%	45.6	0.3%	-2.8%	1.2%	i
CNC(=S)N1CCN(C(c2ccccc2)c2ccccc2)CC1
    -0.4%	/	1	2.3%	/	50.7	0.1%	19.4%	3.8%	i
C/C(=N\NC(=O)COc1ccc(C(C)(C)C)cc1)c1ccccc1
    -0.3%	-4.2%	1	11.8%	-13.1%	59.0	-1.2%	17.5%	20.0%	i
COc1cccc(/C=N/N2CCN(Cc3ccccc3)CC2)c1O
    -0.3%	/	/	2.0%	/	33.4	0.5%	/	/	i
O=C(C(c1ccccc1)c1ccccc1)N1CCN(CCN2C(=O)c3cccc4cccc(c34)C2=O)CC1
    -0.6%	-6.6%	0.9	11.4%	3.1%	49.9	5.6%	12.6%	8.1%	i
CC(C)C(NC(=O)C(NC(=O)C1OC2OC(C)(C)OC2C2OC(C)(C)OC12)C(C)C)C(=O)O (stereo not drawn)
    -0.1%	10.0%	1	2.4%	0.6%	20.8	-0.1%	-2.3%	-2.3%	i
Cc1cc(C)c(S(=O)(=O)Nc2cccc(-n3cnnn3)c2)c(C)c1
    -0.2%	/	/	10.8%	/	40.2	0.2%	/	/	i
Cc1ccc(C(=O)Nc2cccc(C(=O)N/N=C/c3ccc(F)cc3)c2)cc1
    -0.7%	/	/	2.8%	/	36.9	0.2%	/	/	i
O=[N+]([O-])c1ccc(Cl)c(S(=O)(=O)n2ccnc2)c1
    0.2%	-2.2%	/	1.1%	2.2%	56.5	-0.1%	/	/	i
CCCNC(=O)COC(=O)CCC(=O)c1ccc(F)cc1
    0.1%	0.8%	1.1	0.4%	14.0%	33.5	-0.3%	-2.7%	-9.3%	i
C/C(=N\NC(=O)c1ccc(Cn2cc(Br)cn2)o1)c1cccc(NC(=O)C(C)(C)C)c1
    0.5%	10.7%	1	5.1%	5.4%	24.7	2.5%[50 µM]	-5.7%	6.0%	i
Nc1nc2c(ncn2COC(CO)CO)c(=O)[nH]1
    0.4%	13.0%	1.1	0.0%	15.8%	25.0	0.0%	0.3%	-2.1%	i
COC(=O)c1ccc(NC(=O)CSc2nnc(Cc3cccn3C)n2-c2ccc(F)cc2)cc1
    0.1%	4.5%	0.9	1.3%	3.7%	32.1	-3.5%	3.4%	5.2%	i
O=C(c1nnc(Cc2ccc(Cl)cc2)o1)N1CCOCC1
    /	-6.8%	1	2.2%	-0.3%	35.6	0.5%	-7.7%	-6.2%	i
CC(C)C(=O)NC(NC(=S)NC1CCS(=O)(=O)C1)C(Cl)(Cl)Cl (stereo not drawn)
    -0.4%	5.4%	1.1	0.5%	9.0%	18.7	7.2%	7.0%	1.1%	i
CC1CN(C(=O)COC(=O)c2cccs2)CC(C)O1 (stereo not drawn)
    /	-7.4%	1.1	0.1%	2.6%	37.7	1.8%	-3.2%	-5.4%	i
CCOC(=O)C(NC(=O)c1ccccc1)(Nc1cccc(C)n1)C(F)(F)F (stereo not drawn)
    -0.3%	0.0%	1.1	0.3%	-1.3%	21.7	-0.2%	-2.3%	-2.7%	i
CC(=O)C1=C(NC(=O)c2ccc(F)cc2)CC2C1C2(C)C (stereo not drawn)
    -0.3%	-0.6%	1.1	3.9%	-5.5%	37.6	0.4%	18.1%	11.1%	i
COc1ccc(OCC(=O)Nc2c(C)ccc3nsnc23)cc1
    -0.4%	/	/	0.9%	/	30.0	1.5%[50 µM]	/	/	i
COc1ccc(CNC(=O)CCCn2c(=S)[nH]c3cc4c(cc3c2=O)OCO4)cc1
    -0.4%	/	/	3.4%	/	32.1	0.3%	/	/	i
CCOC(=O)c1c(C)[nH]c(C(=O)Nc2ccc(C)c(Cl)c2)c1C
    -0.9%	1.8%	1.1	?	-6.1%	31.3	/	-3.1%	-2.6%	i
Cc1ccc(C(=O)C(C)[n+]2cccc(C(N)=O)c2)cc1 (stereo not drawn)
    -0.4%	-1.1%	1.1	1.0%	17.4%	47.8	1.9%	-16.9%	-13.4%	i
COc1ccc(CCC(=O)Nc2ccc(N3CCOCC3)cc2)cc1
    0.2%	-13.0%	1.1	0.4%	-2.4%	37.5	1.4%	8.9%	9.2%	i
